# PTHR1 ag: agonists of human PTHR1 parathyroid hormone receptor; HEK293 GP2 PTHR1 cells, GloSensor cAMP luminescence, 1 h; Q03431; Potency, µM (highest dose often 115 µM), for inactives: top-dose activation, usual class: activators; 410,000 compounds, 0.075% hits; further: potency means the concentration at half of the fitted maximal effect; nearly all actives have a fitted effect of over 55% in size; some results filed as inactive show a strong effect at the top dose; inactives centre near -15; many of its hits are not listed in these tables
# Target sequence (Q03431 whole entry, looked up): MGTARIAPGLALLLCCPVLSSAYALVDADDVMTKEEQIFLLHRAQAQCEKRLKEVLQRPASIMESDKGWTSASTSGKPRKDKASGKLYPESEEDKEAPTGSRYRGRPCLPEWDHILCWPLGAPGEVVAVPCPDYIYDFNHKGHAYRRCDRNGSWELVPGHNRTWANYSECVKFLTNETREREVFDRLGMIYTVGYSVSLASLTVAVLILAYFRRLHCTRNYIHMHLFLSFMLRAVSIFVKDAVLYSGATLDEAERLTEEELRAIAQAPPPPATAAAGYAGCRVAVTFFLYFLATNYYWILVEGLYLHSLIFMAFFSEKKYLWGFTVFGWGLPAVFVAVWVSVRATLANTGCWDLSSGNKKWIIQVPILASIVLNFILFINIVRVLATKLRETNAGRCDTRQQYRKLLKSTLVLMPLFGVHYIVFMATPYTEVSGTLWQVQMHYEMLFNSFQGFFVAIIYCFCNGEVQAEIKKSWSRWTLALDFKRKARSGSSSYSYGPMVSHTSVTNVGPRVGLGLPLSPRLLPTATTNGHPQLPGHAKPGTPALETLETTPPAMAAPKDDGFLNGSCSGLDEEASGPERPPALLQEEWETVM
#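 HEK-293-derived GP2 cells expressing PTHR1 and a GloSensor cAMP reporter, 3,000/well, plated overnight, given luciferin plus IBMX (each 0.5 mM as added) for 1 h at 37 °C, then compound for 1 h at 37 °C. Luminescence was read after 15 min at room temperature.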
# GLP-1R agonist: agonists of human GLP-1 receptor. P43220. AID 624172. HEK293 GLP-1R CRE-luciferase, luminescence, 4-6 h; cells express a hypersensitive GLP-1R form. 380,000 compounds, 0.007% hits. Potency, µM (doses to about 45.6 µM), for inactives: at the highest dose activation, hits mostly activators; further: potency means the concentration at half of the fitted maximal effect; % of control where 0% means no effect
# Target sequence (P43220 whole entry, looked up): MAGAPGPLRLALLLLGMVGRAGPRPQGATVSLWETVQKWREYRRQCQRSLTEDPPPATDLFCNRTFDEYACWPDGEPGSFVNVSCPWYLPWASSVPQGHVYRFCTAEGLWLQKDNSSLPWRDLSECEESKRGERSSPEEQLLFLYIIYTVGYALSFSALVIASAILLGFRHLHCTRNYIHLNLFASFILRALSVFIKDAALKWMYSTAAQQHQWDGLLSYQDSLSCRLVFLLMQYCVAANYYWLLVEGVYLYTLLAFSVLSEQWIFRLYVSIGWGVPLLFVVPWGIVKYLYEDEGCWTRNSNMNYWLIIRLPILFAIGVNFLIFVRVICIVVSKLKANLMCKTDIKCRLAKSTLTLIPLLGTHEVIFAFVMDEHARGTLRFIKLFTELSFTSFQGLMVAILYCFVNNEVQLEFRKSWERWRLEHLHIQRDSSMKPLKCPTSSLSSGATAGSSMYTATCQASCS
# PI5P4K alpha inh: inhibitors of human PI5P4K alpha | 330,000 compounds, 1.2% hits | PI5P4Kalpha enzyme, ADP-Glo luminescence, 60 min; stronger effect = lower value | P48426 | max response, %; active means max response of -50% or lower; inconclusive means between -30% and -50%; inactive means -30% or higher; further: value at the top dose of about 77 µM; on the % scale 0 is the no-effect control and ±100 the full control effect
#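 Controls without substrate or without enzyme flank wells where PI5P4Kalpha converts substrate using 5 microM ATP (final). Incubation lasts 60 minutes at room temperature; ADP formed is read by ADP-Glo luminescence.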
# EPAC1 antag: EPAC1 (human) antagonism. EPAC1 GEF assay, Rap1b-BODIPY-GDP exchange fluorescence. Potency, µM (highest dose often 115 µM), for the others: top-dose activity change, negative = inhibition, most hits filed as inhibitors. 360,000 compounds, 0.14% hits. AID 720709;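 further: potency means the concentration at half of the fitted maximal effect; plate controls were vehicle for no effect and positive control for full effect; nearly all actives have a fitted effect of over 50% in size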
# EPAC1 agonist: EPAC1 (human) agonism. EPAC1 agonist qHTS, biochemical assay; response scale: 100% = response to 6.5 mM cAMP. Potency, µM (series often up to 154 µM), inactives show at the highest dose activation, most hits filed as activators. 360,000 compounds, 0.073% hits. AID 720707; further: potency means the concentration at half of the fitted maximal effect; nearly all actives have a fitted effect of over 60% in size
#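 Multi-concentration qHTS readout: loss of Rap1B-bound BODIPY-GDP fluorescence driven by 100 nM EPAC1 with excess GDP (50 uM), monitored kinetically at room temperature; agonist response expressed relative to 6.5 mM cAMP.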
# PLK1 PBD inh: PLK1 (human) polo-box domain binding inhibition | P53350 | Plk1 PBD binding of FITC phosphopeptide, fluorescence polarization | Potency, µM, inactives show max response, negative = inhibition, usual class: inhibitors | 360,000 compounds, 2.8% hits | AID 720504; further: potency means the concentration at half of the fitted maximal effect; series mostly up to about 57 µM; on the % scale 0 is the no-effect control and ±100 the full control effect; nearly all actives have a fitted effect of over 65% in size
# GLP1R cytotox: cytotoxic in the GLP-1 receptor inverse agonist counter-screen; HEK293 cAMP-luciferase reporter cells, luminescence, 24 h; Potency, µM (titrated, usually from 38.3 µM), without a hit: at the top dose activity change, negative = inhibition, actives largely listed as inhibitors; 410,000 compounds, 0.13% hits;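 further: loss of luciferase light is scored as toxicity; potency means the concentration at half of the fitted maximal effect; on the % scale 0 is the no-effect control and ±100 the full control effect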
#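 To flag toxic compounds, the library was rerun on cells for 24 hr at 37 deg C and 5% CO2. Viability-linked luminescence was captured 12 min after adding luciferase detection reagent.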
# IL2 activator: IL-2 activation; IL-2 activation reporter assay, cell-based qHTS; stimulated with anti-CD3/CD4/CD28 beads; in transgenic mouse T cells; activation, % (series mostly up to about 46 µM); 360,000 compounds, 0.065% hits; in the data active means activation above about 50%; inconclusive means mostly about 30% to 49%; further: 0% is about no effect
#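 Unstimulated transgenic mouse T cells preincubated 60 min with compound, then stimulated with anti-CD3/anti-CD4-coated beads plus anti-CD28 for 18 h at 37 degrees C. IL-2 response read as EGFP and DsRed fluorescence by plate cytometry.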
# GLP-1R inv ag: acts as inverse agonist at human GLP-1 receptor; HEK293 GLP-1R CRE-luciferase, luminescence, 24 h; GLP-1R form is constitutively active; Potency, µM (highest dose often 38.3 µM), without a hit: top-dose activity change, negative = inhibition, hits mostly inhibitors; 410,000 compounds, 1.6% hits; further: potency means the concentration at half of the fitted maximal effect; on the % scale 0 is the no-effect control and ±100 the full control effect; nearly all actives have a fitted effect of over 55% in size
#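 qHTS in 1536-well format: reporter HEK293 cells expressing constitutive GLP-1R activity in DMEM + 10% Nu serum, 24 hr with compounds at 37 deg C, luminescence read after 12 min with detection reagent.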
# * hit, by the source's call; i = inactive; u = inconclusive; x = no result given; [ ] = remark or other dose. Unless noted, the call rests on the fitted dose curve; in most records, active means well fitted curve in the direction sought with a large enough effect; inconclusive means small, poorly fitted or top-dose-only effect, or another doubt; inactive means no such curve, though single readings can be large; an effect the other way counts as inactive or inconclusive. Only part of the results is shown; the hit share may differ from the screen's.
SMILES,PTHR1 ag,GLP-1R agonist,PI5P4K alpha inh,EPAC1 antag,EPAC1 agonist,PLK1 PBD inh,GLP1R cytotox,IL2 activator,GLP-1R inv ag
CN(C)CCCNc1ncnc2scc(-c3ccccc3)c12,i,-4%,7,-8%,-1%,-5%,0%,0.7,11µM*
COc1ccccc1C(=O)Nc1cccc(SC)c1,i,7%,x,0%,8%,-2%,-43%,4.4,-21%
COC(=O)c1sc(N2CCN(Cc3ccccc3)CC2)nc1N,i,14%,3,-6%,2%,-4%,0%,0.1,1%
CCOC(=O)COc1ccc(C)cc1C(=O)c1ccn2nc(-c3ccc(Cl)cc3)cc2n1,-56%[inhibitor],1%,x,x,x,x,3%,x,-6%
Cc1ccc(NC(=O)COC(=O)CSC(=S)N2CCOCC2)cc1,i,27%,1,4%,4%,-7%,-13%,0.1,9%
Cc1cc(C)c2c(n1)sc1c(N3CCN(C)CC3)ncnc12,i,4%,2,-7%,0%,4%,0%,-0.8,19%
COc1ccc(OCCN2C(=O)c3cccc(N)c3C2=O)cc1,i,17%,1,-9%,-4%,7%,26%,-0.9,18%
O=C(O)CCn1c(CO)nc2ccccc21,i,6%,2,18%,-4%,2%,-5%,-2.4,-14%
CCOC(=O)C1CCN(c2c(NCCC(C)C)c(=O)c2=O)CC1,i,0%,-1,-10%,-2%,-5%,0%,-2.5,5%
Cc1cccc(C(=O)N/N=C/C(C)Cc2ccc3c(c2)OCO3)c1 (stereo not given),-2%,9%,5,-12%,-5%,-2%,u,-3.3,-29%
COc1cccc(-c2coc3cc4oc(=O)c(CCC(=O)O)c(C)c4cc23)c1,i,6%,5,-11%,-9%,-7%,1%,-2.3,18%
N#CC(=Cc1ccc(O)cc1)C(N)=C(C#N)C#N,-13%,-1%,-69*,-4%,-8%,9%,-1%,0.2,1%

# 2 consecutive records already listed, for reference:
SMILES,PTHR1 ag,GLP-1R agonist,PI5P4K alpha inh,EPAC1 antag,EPAC1 agonist,PLK1 PBD inh,GLP1R cytotox,IL2 activator,GLP-1R inv ag
COc1cccc(-c2coc3cc4oc(=O)c(CCC(=O)O)c(C)c4cc23)c1,i,6%,5,-11%,-9%,-7%,1%,-2.3,18%
N#CC(=Cc1ccc(O)cc1)C(N)=C(C#N)C#N,-13%,-1%,-69*,-4%,-8%,9%,-1%,0.2,1%

# The list continues.
SMILES,PTHR1 ag,GLP-1R agonist,PI5P4K alpha inh,EPAC1 antag,EPAC1 agonist,PLK1 PBD inh,GLP1R cytotox,IL2 activator,GLP-1R inv ag
C=CCC(O)c1c(-c2ccccc2)nn(C)c1Cl (stereo not given),-2%,3%,3,15%,8%,-10%,-2%,-2.8,7%
CCOc1ccccc1NC(=O)Nc1ccc(Cl)cc1,-28%,-14%,14,u,-6%,4%,0%,-0.2,u
Cc1c(N2C(=O)CSC2c2ccco2)c(=O)n(-c2ccccc2)n1C (stereo not given),i,4%,0,-22%,-4%,-10%,1%,-1.9,3%
CCCc1nc(NC2CCCCC2)c(C#N)c2c1COC(C)(C)C2,i,-3%,x,16%,9%,-4%,24%,-1.7,-20%
CC(C)CN(C(=O)COC(=O)c1cccc2ccccc12)c1c(N)n(Cc2ccccc2)c(=O)[nH]c1=O,-3%,-2%,-3,6%,-2%,-5%,1%,-2.9,-13%
CC(C)(C)c1ccc(C(=O)N/C(=C\c2cccc([N+](=O)[O-])c2)C(=O)Nc2cccc(C(=O)O)c2)cc1,-14%,-1%,-8,u,8%,u,0%,-1.0,-6%
Cc1cccc(C)c1NC(=O)C1=C(O)c2ccccc2N(C)S1(=O)=O,-19%[57.5 µM],1%,1,9%,-4%,-11%,-7%,-1.1,u
O=C(c1ccco1)N1CCN(CC(=O)N(C2CCCCC2)C2CCS(=O)(=O)C2)CC1 (stereo not given),-7%[57.5 µM],0%,-1,2%,5%,-5%,-14%,-1.6,20%
COc1ccc(C(=O)N2CCCC(Nc3ccc(C)c(C)c3)C2)cc1F (stereo not given),i,8%,4,-2%,-2%,-7%,13%,4.7,-2%
Clc1ccc2ccc3cccnc3c2n1,i,11%,-3,9%,8%,-10%,u,1.1,-36%
CCCN1CCN(C(=O)c2oc3ccccc3c2NC(=O)COc2ccc(OC)cc2)CC1,i,-2%,8,3%,3%,-6%,0%,-0.6,13%
O=[N+]([O-])C(=C1Nc2ccccc2N1)C(Cl)=C(Cl)Cl,-55%[inhibitor],3%,-26,-14%,2%,-16%,0%,-0.8,9%

# Brought forward from above: 3 entries, followed by the next part.
SMILES,PTHR1 ag,GLP-1R agonist,PI5P4K alpha inh,EPAC1 antag,EPAC1 agonist,PLK1 PBD inh,GLP1R cytotox,IL2 activator,GLP-1R inv ag
Clc1ccc2ccc3cccnc3c2n1,i,11%,-3,9%,8%,-10%,u,1.1,-36%
CCCN1CCN(C(=O)c2oc3ccccc3c2NC(=O)COc2ccc(OC)cc2)CC1,i,-2%,8,3%,3%,-6%,0%,-0.6,13%
O=[N+]([O-])C(=C1Nc2ccccc2N1)C(Cl)=C(Cl)Cl,-55%[inhibitor],3%,-26,-14%,2%,-16%,0%,-0.8,9%
CCN(Cc1ccccc1)C(=O)COC(=O)c1cc(Cl)nc(Cl)c1,i,-14%,-5,13%,2%,-10%,-8%[0.307 µM],-1.0,-9%[0.307 µM]
CCN(CC)CCN(Cc1cc2cc3c(cc2[nH]c1=O)OCCO3)C(=S)NCC1CCCO1 (stereo not given),i,4%,0,17%,6%,-1%,-6%,0.1,8%
COc1ccccc1Cc1nc(-c2ccc(C)cc2)no1,-11%[57.5 µM],16%,20,-5%,9%,-21%,17%,-0.3,u
CC(C)(C)c1cc(NC(=O)Nc2ccccc2OC(F)(F)F)no1,-5%,-1%,4,-10%,-15%,-5%,-1%,-3.7,u
Cc1cc(OC(=O)c2c(C)cc(OC(=O)c3c(C)cc(O)cc3O)cc2O)cc(O)c1C(=O)O,-22%,-6%,u,56µM*,-6%,30µM*,10%,-2.0,17%
CCOC(=O)c1cc(-c2ccc(F)cc2)nc2c1c(=O)[nH]c(=O)n2Cc1ccccc1,-7%,4%,-19,6%,6%,-10%,6%,-5.1,6%
Cn1c(C(=O)N2CCN(c3ncccn3)CC2)cc2c(=O)n(C)c3ccccc3c21,-54%,-1%,-1,-5%,10%,-1%,5%,-2.9,1%
O=C(COc1ccccc1[N+](=O)[O-])N(Cc1ccco1)C1CCS(=O)(=O)C1 (stereo not given),-10%,5%,-5,-1%,10%,-18%,-16%,-0.7,-7%
O=C(CSCCO)Nc1ccc(C23CC4CC(CC(C4)C2)C3)cc1,i,22%,x,-1%,0%,3%,8%,0.4,-2%
Cc1ccc2oc(=O)n(CCC(=O)Nc3ccc(N4CCOCC4)cc3)c2c1,i,-4%,-3,1%,4%,-10%,7%,0.3,20%
CC(=O)N1CCOc2ccc(S(=O)(=O)N3CCC(C(=O)NCc4ccc(Cl)cc4)CC3)cc21,i,-6%,3,1%,-4%,7%,-10%,2.5,-21%
O=C1Nc2ccccc2/C1=C\C(=O)c1ccccc1,-22%,-5%,1,24%,4%,19µM*,u,-3.1,u

# Profiles, quoted from the list. Values in the order: PTHR1 ag, GLP-1R agonist, PI5P4K alpha inh, EPAC1 antag, EPAC1 agonist, PLK1 PBD inh, GLP1R cytotox, IL2 activator, GLP-1R inv ag
# Entry for `O=C1Nc2ccccc2/C1=C\C(=O)c1ccccc1` : -22%, -5%, 1, 24%, 4%, 19µM*, u, -3.1, u
# Entry for `Cn1c(C(=O)N2CCN(c3ncccn3)CC2)cc2c(=O)n(C)c3ccccc3c21` : -54%, -1%, -1, -5%, 10%, -1%, 5%, -2.9, 1%

# (further entries)
SMILES,PTHR1 ag,GLP-1R agonist,PI5P4K alpha inh,EPAC1 antag,EPAC1 agonist,PLK1 PBD inh,GLP1R cytotox,IL2 activator,GLP-1R inv ag
COc1ccc(NC(=O)NC(C)c2ccccc2)cc1 (stereo not given),i,-2%,6,-21%,-1%,-1%,5%,-0.6,-8%
CC(=O)c1c(C(=O)O)[nH]c(C(=O)O)c1C,i,-1%,7,1%,-5%,-18%,8%,0.2,-1%
Cc1cc(NC(=O)COC(=O)c2ccco2)no1,i,1%,-9,-11%,-1%,-3%,4%,-2.7,11%
COCCNC(=O)CNC(=S)N(CCCN1CCOCC1)Cc1cccs1,-16%,7%,3,-21%,12%,-8%,9%,1.7,55%[activator]
CC(=O)N(C(C)=O)c1c(N2CCOCC2)c2ccccc2oc1=O,i,-1%,x,6%,7%,-10%,5%,-2.1,0%
CCN(CC)CCCNC(=O)C1CCN(C(=O)c2cc3sccc3n2Cc2ccc(F)cc2)CC1,-6%[57.5 µM],6%,x,-3%,-5%,-5%,-4%,-0.5,0%
COc1cc(C(CC(=O)O)n2cnnn2)ccc1OC(C)C (stereo not given),-14%,6%,1,1%,6%,-2%,-1%,-2.6,14%
O=C(OCCc1cc2ccccc2c(=O)o1)c1cccc(Br)c1,-11%,u,9,-15%,-6%,-14%,8%,-2.3,u
COc1ccc(S(=O)(=O)N(C)C)cc1NC(=O)COC(=O)CC1CCCC1,-30%,6%,2,4%,2%,-14%,10%,-0.5,4%
Cc1ccc(S(=O)(=O)N2CCCCC2)cc1NC(=O)CNC(C)c1ccc(Cl)c(Cl)c1 (stereo not given),-56%[inhibitor],-5%,2,-4%,-8%,3%,-17%,-0.7,2.8µM*
